# Source: PubChem
# HCV inh: HCV inhibition; Huh7.5.1 HCVcc-Cre infection, luciferase reporter, 44 h; Potency, µM (highest dose often 41.8 µM), without a hit: top-dose activity change, negative = inhibition, actives largely listed as inhibitors; 3.4% of 340,000 active; AID 651820; further: potency means the concentration at half of the fitted maximal effect
#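 Infectious HCV cell culture screen: compound-treated cells (1,000/well, pre-plated 4 h) are infected with HCVcc-Cre at roughly 0.5 moi and grown 44 h. Infection is quantified by luciferase signal after 15 min substrate incubation at room temperature.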
# FBPA Giardia inh: Giardia lamblia aldolase inhibition; purified Giardia FBPA; Potency, µM (highest dose often 59.6 µM), inactives show at the top dose activity, negative = inhibition, usual class: inhibitors; 0.71% of 290,000 active; AID 2451; further: potency means the concentration at half of the fitted maximal effect; nearly all actives have a fitted effect of over 55% in size
# Target sequence (A8B2U2 whole entry, looked up): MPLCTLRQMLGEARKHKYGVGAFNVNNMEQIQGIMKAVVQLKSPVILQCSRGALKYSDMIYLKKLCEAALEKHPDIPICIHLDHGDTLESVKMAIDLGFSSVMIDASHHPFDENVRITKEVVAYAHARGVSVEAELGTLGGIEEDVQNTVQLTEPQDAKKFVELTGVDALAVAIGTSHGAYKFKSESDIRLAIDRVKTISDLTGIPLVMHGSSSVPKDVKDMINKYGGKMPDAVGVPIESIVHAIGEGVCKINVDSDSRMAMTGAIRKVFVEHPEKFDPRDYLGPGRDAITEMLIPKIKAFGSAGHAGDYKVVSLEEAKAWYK
#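 Giardia FBPA (40 nM reagent) was preincubated 10 min at RT with compound (up to 57.5 uM final), then substrate plus GAPDH/TPI/NAD/arsenate coupling system with diaphorase/resazurin was added; resorufin fluorescence (525/598 nm) was read after 20 min.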
# AmpC detergent: inhibitors of E. coli AmpC beta-lactamase with detergent; P00811; AmpC hydrolysis of nitrocefin, absorbance 480 nm, 0.01% Triton; Potency, µM (series often up to 114 µM), without a hit: at the highest dose activity change, negative = inhibition, most hits filed as inhibitors; 0.041% of 370,000 active;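 further: potency means the concentration at half of the fitted maximal effect; 0% = no-compound wells and -100% = no-enzyme wells; nearly all actives have a fitted effect of over 25% in size; some results filed as inactive show a strong effect at the top dose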
# Target sequence (P00811 whole entry, looked up): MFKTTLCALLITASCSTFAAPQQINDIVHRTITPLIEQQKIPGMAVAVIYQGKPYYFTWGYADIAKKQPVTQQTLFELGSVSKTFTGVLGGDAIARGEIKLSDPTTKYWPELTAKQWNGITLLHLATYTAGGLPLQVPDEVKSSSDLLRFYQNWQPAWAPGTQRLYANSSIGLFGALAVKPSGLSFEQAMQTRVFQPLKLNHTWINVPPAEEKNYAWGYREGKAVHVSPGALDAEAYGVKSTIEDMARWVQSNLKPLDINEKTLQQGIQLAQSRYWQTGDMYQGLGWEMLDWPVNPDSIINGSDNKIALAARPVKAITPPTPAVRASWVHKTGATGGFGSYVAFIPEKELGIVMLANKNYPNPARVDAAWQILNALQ
#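 AmpC (5.3 nM in the dispensed reagent) in 20 mM phosphate pH 7.0 with 0.01% (detergent screen) or 0.0001% Triton X-100 was preincubated with compounds for 15 min at room temperature. Nitrocefin was then added from an 800 uM solution, and hydrolysis was followed at 480 nm.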
# HCMV antiviral: blocks human cytomegalovirus replication | HFF cells, HCMV-luciferase reporter, 72 h; hits give low values | activity change, negative = inhibition, % at 57.5 µM | 4.5% of 410,000 active | AID 1259415; in the data active means activity change below about -60%; inconclusive means no clear call, values can overlap the other calls; inactive means above about -39%
#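 Human foreskin fibroblasts infected with luciferase-reporter HCMV at MOI 1 PFU/cell, compounds at two doses. Luciferase measured 72 h post infection; normalized to buffer-only basal and Salinomycin (10uM) controls.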
# Sm TGR block: S. mansoni TGR enzyme inhibition; purified TGR, DTNB reduction, TNB absorbance 405 nm; Potency, µM (series often up to 114 µM), for inactives: at the top dose activity change, negative = inhibition, usual class: inhibitors; 3% of 360,000 active; AID 485364; further: potency means the concentration at half of the fitted maximal effect; nearly all actives have a fitted effect of over 60% in size
#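 Kinetic colorimetric format: TGR-catalysed, NADPH-driven DTNB reduction monitored via TNB absorbance. Enzyme dispensed at 20 nM; compound exposure 15 min at room temperature before reaction start.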
# AmpC inh no detg: AmpC beta-lactamase inhibition without detergent | Potency, µM (series often up to 57.1 µM), for the others: top-dose activity change, negative = inhibition, most hits filed as inhibitors | P00811 | AmpC nitrocefin hydrolysis, absorbance 480 nm, 0.0001% Triton | 0.52% of 330,000 active;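 further: potency means the concentration at half of the fitted maximal effect; plate controls were no compound for no effect and no enzyme for full effect; nearly all actives have a fitted effect of over 20% in size; some results filed as inactive show a strong effect at the top dose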
#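 AmpC (5.3 nM in the dispensed reagent) in 20 mM phosphate pH 7.0 with 0.01% (detergent screen) or 0.0001% Triton X-100 was preincubated with compounds for 15 min at room temperature. Nitrocefin was then added from an 800 uM solution, and hydrolysis was followed at 480 nm.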
# The depositor's hits bear a star; ? = inconclusive; . = no result given; & = joins results of further samples; [ ] = another dose, or the depositor's remark. Unless noted, the call rests on the fitted dose curve; in most records, active means well fitted curve in the direction sought with a large enough effect; inconclusive means small, poorly fitted or top-dose-only effect, or another doubt; inactive means no such curve, though single readings can be large; an effect the other way counts as inactive or inconclusive. Unless noted, on the % scale 0 is the no-effect control and ±100 the full control effect.
no.	Compound	HCV inh	FBPA Giardia inh	AmpC detergent
1	CC1CCCC(n2c(=S)[nH]c3ccccc3c2=O)C1C (stereo unspecified)	-24%	0%	-6%
2	CN(Cc1ccccc1)C(=O)[C@@H]1CCCN1S(=O)(=O)c1ccc(Cl)cc1	-17%	-1%	-1%
3	Cc1cc(C)cc(NC(=O)CSc2nc(=O)[nH]c3c2CCC3)c1	.	.	8%
4	O=C(c1ccc(S(=O)(=O)N2CCOCC2)cc1)N1CCN(c2ccccc2F)CC1	12%	2%	2%
5	NC(=O)c1ccccc1NC(=S)NC(=O)c1ccc(Br)o1	3%	?	2%
6	CCN(CC)C(=O)CSc1nnc2ccc3ccccc3n12	.	.	0%
7	CCOC(=O)c1sc2ncn(CC(=O)Nc3ccc(F)cc3F)c(=O)c2c1C	.	.	-4%
8	Nc1nc2ccccc2[nH]1	11%	-19%	1%
9	COc1ccc(NC(=O)c2ccc(NC(=O)CCS(=O)(=O)c3cccs3)cc2)cc1OC	.	.	17%
10	COc1ccc(OC)c(C(=O)N2CCC(CCC(=O)NC3CC3)CC2)c1	9%	5%	3%
11	CC1=CC(=O)C=CC1(C)C(Cl)Cl (stereo unspecified)	14%	7%	?
12	Cc1ccc(C(C)C)cc1NC(=O)Nc1ccc([N+](=O)[O-])cc1	13µM*	-9%	-8%

no.	HCMV antiviral	Sm TGR block	AmpC inh no detg
1	-35	-5%	-39%
2	?	1%	70%[activator]
3	-37	7%	.
4	5	3%	73%[activator]
5	108	?	-25%
6	-38	-2%	.
7	11	17%	.
8	51	1%	-12%
9	15	2%	.
10	-17	1%	-11%
11	14	0%	-14%
12	-102*	10%	-54%

# Next section
no.	Compound	HCV inh	FBPA Giardia inh	AmpC detergent
13	Cc1cc(C)cc(OCC(=O)N/N=C/c2ccc([N+](=O)[O-])o2)c1	11µM*	-24%	2%
14	Cc1cc(C)cc(OCC(=O)N/N=C/c2ccccn2)c1	-3%	?	-3%
15	CCCCCCCC[n+]1cccc(C(=O)N(CC)CC)c1	6%	0%	8%
16	c1ccc(-c2cc3c(N4CCCCC4)ncnc3s2)cc1	?	7%	8%
17	Cc1ccc(C)c(N2CCN(C3=C(c4ccccc4)C(=O)c4ccccc43)CC2)c1	.	.	18%
18	Cc1ccc(COC(=O)CCc2nc3ccccc3c(=O)[nH]2)cc1	1%	2%	-9%
19	C[C@H](NC(=O)c1nc[nH]c1C(=O)NCCCCCN)C(=O)OCc1ccccc1	10%	.	-11%
20	CCOc1cc(S(=O)(=O)NC2CC(C)(C)NC(C)(C)C2)ccc1Cl	-12%	1%	-8%
21	COc1ccc(Nc2c(-c3ccc(C)o3)nc3ccc(Cl)cn23)cc1	.	.	7%
22	COCCN(CCOC)Cc1c(C)[nH]c2ccccc2c1=O	17%	8%	-11%
23	O=C(N/N=C/c1cc([N+](=O)[O-])ccc1O)c1cccc(NC(=O)c2cccc(Cl)c2)c1	24%	?	-9%
24	COc1ccc(CCNC(=O)C2CCN(S(=O)(=O)c3cnc[nH]3)CC2)cc1OC	?	0%	3%

no.	HCMV antiviral	Sm TGR block	AmpC inh no detg
13	?	?	-39%
14	-24	1%	5%
15	2	3%	-1%
16	?	3%	7%
17	19	11%	.
18	3	-4%	-15%
19	18	-18%	-10%
20	-25	-21%	-1%
21	0	-19%	.
22	46	-6%	-22%
23	?	-20%	-26%
24	-27	-18%	-12%

# The list goes on:
no.	Compound	HCV inh	FBPA Giardia inh	AmpC detergent
25	COc1ccc(NC(=O)Nc2ccc(Br)cn2)cc1	12%	0%	0%
26	O=C1c2ccccc2C(Nc2ccc(S(=O)(=O)N3CCOCC3)cc2)N1c1ccccn1 (stereo unspecified)	?	-18%	?
27	Cc1ccc(-c2cc(C(=O)Nc3c(C)n(C)n(-c4ccccc4)c3=O)[nH]n2)c(O)c1C	17%	-7%	-5%
28	Cc1ccc(NS(=O)(=O)c2ccc(NC(=O)C(C)Sc3ccc(Cl)cc3)cc2)c(C)c1 (stereo unspecified)	?	1%	?
29	CCCNC(=S)NC1CCCC1	10%	-4%	-7%
30	COc1ccccc1CNC(=O)CC(C)c1ccccc1 (stereo unspecified)	5%	2%	-1%
31	Cc1cc(C)c2c(c1)c(C)cc1nnc(SCC(=O)c3ccccc3)n12	.	.	19%
32	Cc1ccc(-c2noc(/C=C/c3ccccc3)n2)cc1	-26%	0%	0%
33	Cc1cccc(C(=O)NCC(=O)OCC(=O)N2CCN(S(=O)(=O)c3ccc(C)cc3C)CC2)c1	4%	.	-5%
34	CCN(C(=O)CN1CCN(c2ccccc2OC)CC1)c1c(N)n(Cc2ccccc2)c(=O)[nH]c1=O	-16%&11%	5%	4%
35	CCOC(=O)c1c(C)c(-c2ccccc2)n(CC(=O)NCCc2ccc(C)cc2)c1C	.	.	-4%
36	Nc1nonc1-n1nnc(C(=O)N/N=C/c2ccc(OCc3ccccc3)cc2)c1CN1CCCCC1	?	-14%	-5%

no.	HCMV antiviral	Sm TGR block	AmpC inh no detg
25	?	5%	-6%
26	9	-2%	56%
27	?	8%	0%
28	-12	0%	-21%
29	-13	1%	-22%
30	6	-11%	-2%
31	-19	-3%	.
32	56	9%	-33%
33	4	0%	77%[activator]
34	-11	0%	-18%
35	-1	-1%	.
36	10	0%	-3%

# Four entries picked at random from the list so far, as already listed:
no.	Compound	HCV inh	FBPA Giardia inh	AmpC detergent
35	CCOC(=O)c1c(C)c(-c2ccccc2)n(CC(=O)NCCc2ccc(C)cc2)c1C	.	.	-4%
25	COc1ccc(NC(=O)Nc2ccc(Br)cn2)cc1	12%	0%	0%
26	O=C1c2ccccc2C(Nc2ccc(S(=O)(=O)N3CCOCC3)cc2)N1c1ccccn1 (stereo unspecified)	?	-18%	?
31	Cc1cc(C)c2c(c1)c(C)cc1nnc(SCC(=O)c3ccccc3)n12	.	.	19%

no.	HCMV antiviral	Sm TGR block	AmpC inh no detg
35	-1	-1%	.
25	?	5%	-6%
26	9	-2%	56%
31	-19	-3%	.

# The list goes on.
no.	Compound	HCV inh	FBPA Giardia inh	AmpC detergent
37	CCc1nnc(NC(=O)C2CCN(c3nccc(C)n3)CC2)s1	-17%	-1%	?
38	O=C(COC(=O)/C=C/c1ccccc1[N+](=O)[O-])NCc1ccco1	4%	.	.
39	O=C(Cn1c(=O)oc2ccccc21)Nc1nc(-c2ccccc2)cs1	8%	15%	2%
40	CCOc1ccc(-c2nnc(SCC(=O)NCc3ccccc3Cl)o2)cc1	.	.	22%
41	Cc1nc(-n2nc(C)c(Cc3ccc4c(c3)OCO4)c2C)sc1C(=O)Nc1ccc(Cl)cc1	.	.	0%
42	O=c1[nH]c(CSc2ccccc2)nc2c1oc1ccccc12	3%	0%	5%
43	CN(CC(=O)Nc1ccc(N2CCOCC2)cc1)CC(=O)Nc1ccc(C(F)(F)F)cc1	17%	-5%	-3%
44	Cc1ccc(S(=O)(=O)N2CCN(C(=O)CN3C(=O)NC4(CCOc5ccccc54)C3=O)CC2)cc1 (stereo unspecified)	3%&7%	12%	1%
45	COCc1ccc(-c2c(-c3ccsc3)sc3ccccc23)cc1	7%	.	2%
46	COc1ccccc1Nc1nc(NCCO)nc(N)c1[N+](=O)[O-]	-78%	-1%	1%
47	O=C(c1ccc2c(=O)n(Cc3ccc(Cl)cc3)c(=S)[nH]c2c1)N1CCOCC1	-5%	?	-3%
48	CCOC(=O)C1CCN(C(=O)c2cc(S(=O)(=O)N3CCc4ccccc43)ccc2OC)CC1	-18%	.	0%

no.	HCMV antiviral	Sm TGR block	AmpC inh no detg
37	17	6%	-18%
38	3	.	-19%
39	-13	4%	-29%
40	7	20µM*	.
41	9	-1%	.
42	-24	-5%	-39%
43	?	-1%	110%[activator]
44	18	-3%	62%[activator]
45	-27	-30%	-18%
46	94	0%	-25%
47	-65*	-4%	59%
48	-5	1%	168%[activator]

# The list continues:
no.	Compound	HCV inh	FBPA Giardia inh	AmpC detergent
49	CN(CC(=O)Nc1ccc(Cl)cc1)CC(=O)Nc1ccc(C(N)=O)cc1	-16%	-1%	1%
50	CC(C)c1ccc(CNNC(=O)c2ccccc2)cc1	-14%	12%	0%
51	COC(=O)C1=C(c2cccc(C#N)c2)C[C@@H]2CC[C@H]1N2C(=O)NCc1ccco1	-5%	.	7%
52	O=C(CN1C(=O)C(c2ccccc2)Oc2cccnc21)NCc1ccccc1F (stereo unspecified)	?	0%	0%
53	Cn1c(=O)[nH]c(=O)c2c1nc(Br)n2CC(O)COc1ccc(Cl)cc1 (stereo unspecified)	6%	0%	2%
54	Cc1cc(C)n(CCN(C)C(=O)CCc2nnc(-c3ccc4c(c3)OCO4)o2)n1	-5%	-1%	-8%
55	Cc1oc(-c2cccc(Cl)c2)nc1CS(=O)(=O)CC(=O)NCCN1CCCC1	?	-6%	-8%
56	C/C(=N\NC(=O)c1ccccc1)c1nc2ccccc2n1C	3%	18%	-4%
57	CCOC(=O)c1c(C)oc2c1c(C(c1cccnc1)N1CCCCC1)c(O)c1ccccc12 (stereo unspecified)	?	?	-12%
58	Cc1ccc(NC(=O)NC2CCCCC2)cc1S(=O)(=O)N1CCOCC1	-25%	3%	-4%
59	Cc1cccc(C(=O)Nc2sc3c(c2C(=O)NC(C)C)CCCC3)c1	.	.	3%
60	CCOC(=O)CCCNC(=O)COC(=O)c1cccc(C)c1O	17%	-1%	?

no.	HCMV antiviral	Sm TGR block	AmpC inh no detg
49	-9	-27%	-31%
50	-20	-6%	-13%
51	-3	35µM*	-9%
52	-27	-3%	-47%
53	-4	-13%	-8%
54	-28	0%	22%
55	-17	-13%	58%
56	-32	3%	-9%
57	186	0.71µM*	-5%
58	16	0%	-50%
59	-8	-3%	.
60	-6	0%	-11%

# Single values from the entries so far.
# In HCV inh, no. 58 shows -25%
# In HCMV antiviral, no. 56 shows -32

# Going on with the list:
no.	Compound	HCV inh	FBPA Giardia inh	AmpC detergent
61	COc1ccc(-n2nc3ccc(NC(=O)c4ccc(-c5cc(Cl)ccc5Cl)o4)cc3n2)cc1	.	.	0%
62	O=C1CCC(C(=O)OCC(=O)N2N=C3/C(=C/c4ccccc4)CCCC3C2c2ccccc2)N1 (stereo unspecified)	?	1%	2%
63	Cc1cccc(C)c1NC(=O)CN1CCN(C(=O)CNC(=O)c2ccc(N3CCCC3=O)cc2)CC1	14%	.	?
64	CC(Oc1ccccc1F)C(=O)N1CCC(c2nc3ccccc3o2)CC1 (stereo unspecified)	.	.	1%
65	COC(=O)NCCc1cc(OC)c(OC)cc1S(=O)(=O)N1CC(=O)Nc2ccccc21	12%	0%	-16%
66	C/C(CC(=O)Nc1ccccn1)=N\NC(=O)c1ccccc1	4%	0%	?

no.	HCMV antiviral	Sm TGR block	AmpC inh no detg
61	13	-25%	.
62	-25	1%	174%[activator]
63	-20	1%	-14%
64	?	0%	.
65	2	1%	-4%
66	.	-3%	-30%
